miR122 inh: miR-122 inhibition in Huh7 cells; Huh7 miR-122 Renilla luciferase sensor, 48 h; neutral wells = 0, positive control = 100; activation (reporter increase), % at 12.5 µM; actives 0.3% (n = 340,000);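 active = mean replicate activation score at least 90 and every replicate individually at or above 90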;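 also: higher luciferase means less miR-122 activity so hits act as miR-122 inhibitors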
RAD54 inh: blocks human RAD54 Holliday junction branch migration | Q92698 | FAM/BHQ fluorescence | inhibition, % at 10.4 µM | actives 0.14% (n = 360,000);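 active = mean normalized replicate activity at least 40 and at least half of replicates scoring 40 or more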;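 also: 0% = median of neutral control wells and 100% = median of positive control wells; inhibitors cause a drop in the FAM fluorescence signal; in these data hits start at about 50%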
PGC1a acetyl inh: modulators of PGC1a acetylation. U2OS PGC1a acetylation, AlphaScreen anti-acetyl-lysine; with virally co-expressed GCN5 acetyltransferase. inhibition, % at 15.6 µM. actives 0.17% (n = 350,000). AID 651687;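 active = every replicate shows inhibition of at least 40%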;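 also: 0% = neutral control wells and 100% = positive control wells; some results beyond the cut were filed as inactive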
E-sel inducer: E-selectin induction on HUVECs; AID 686992; activation, % at 7.58 µM; P16581; HUVEC E-selectin immunofluorescence imaging; normalized: neutral wells 0, TNF-alpha wells 100; actives 0.37% (n = 260,000);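 active = mean E-selectin-positive cell signal at least 10% of the positive control, reached in at least 60% of replicates, without over 20% cell loss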;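 also: in these data hits start at about 27%; measured in HUVEC primary endothelial cells; signal is the percent of cells scored E-selectin positive by PE staining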
Target sequence (P16581 whole entry, looked up): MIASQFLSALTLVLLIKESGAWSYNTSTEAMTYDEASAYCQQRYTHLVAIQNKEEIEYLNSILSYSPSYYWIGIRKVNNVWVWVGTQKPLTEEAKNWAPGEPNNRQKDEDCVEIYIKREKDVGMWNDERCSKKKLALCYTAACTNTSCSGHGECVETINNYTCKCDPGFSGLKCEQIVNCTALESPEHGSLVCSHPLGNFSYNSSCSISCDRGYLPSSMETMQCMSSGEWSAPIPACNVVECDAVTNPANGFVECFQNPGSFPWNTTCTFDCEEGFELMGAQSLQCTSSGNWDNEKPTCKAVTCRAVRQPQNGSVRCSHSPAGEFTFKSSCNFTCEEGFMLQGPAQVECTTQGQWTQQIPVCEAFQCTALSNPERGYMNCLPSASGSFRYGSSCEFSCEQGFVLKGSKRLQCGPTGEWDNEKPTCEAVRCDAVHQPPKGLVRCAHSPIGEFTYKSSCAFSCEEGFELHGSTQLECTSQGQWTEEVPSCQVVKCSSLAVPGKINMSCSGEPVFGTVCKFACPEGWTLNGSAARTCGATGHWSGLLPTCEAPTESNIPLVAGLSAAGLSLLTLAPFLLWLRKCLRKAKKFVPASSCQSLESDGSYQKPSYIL
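assay system = HUVEC, human umbilical vein endothelial cells | input = 3,000 HUVEC seeded per well | medium = EGM-2 growth medium on 0.1% gelatin-coated wells | dosing = one compound dose added by pin transfer | signal = immunofluorescence imaging | read-out basis = % PE-positive cells | control set = TNF-alpha, DMSO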
RAD52 inh: RAD52 (human) annealing inhibition; inhibition, % at 18.7 µM; P43351; actives 0.46% (n = 360,000); recombinant RAD52 DNA annealing, FRET fluorescence;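 active = every replicate showing at least 50% inhibition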
Target sequence (P43351 whole entry, looked up): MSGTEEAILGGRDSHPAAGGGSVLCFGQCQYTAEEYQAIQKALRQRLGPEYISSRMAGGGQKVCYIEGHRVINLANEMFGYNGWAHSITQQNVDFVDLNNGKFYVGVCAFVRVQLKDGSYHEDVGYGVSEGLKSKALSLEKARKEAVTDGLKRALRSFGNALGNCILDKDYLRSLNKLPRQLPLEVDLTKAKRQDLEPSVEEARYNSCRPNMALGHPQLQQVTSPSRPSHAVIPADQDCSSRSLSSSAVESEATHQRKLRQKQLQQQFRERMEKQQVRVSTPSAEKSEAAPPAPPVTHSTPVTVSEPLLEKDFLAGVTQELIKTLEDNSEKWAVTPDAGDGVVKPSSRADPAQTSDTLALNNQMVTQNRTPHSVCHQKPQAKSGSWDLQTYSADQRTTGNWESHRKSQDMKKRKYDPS
PglD DTNB: inhibitors of Campylobacter jejuni PglD acetyltransferase; actives 0.098% (n = 360,000); inhibition, % at 12.5 µM; purified PglD enzyme, DTNB colorimetric CoA detection; in the data active = inhibition above about 16%, passing the limit was not always enough; also: strong numbers were not always called active
ERAP1 inh: ERAP1 (human) enzyme inhibition; Q9NZ08; recombinant ERAP1, Leu-AMC fluorescence, 60 min; inhibition, % at 10.7 µM; actives 0.15% (n = 340,000); AID 652197;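 active = mean replicate inhibition of at least 30%, or all replicates individually reaching that 30% level; inactive = mean below 30% and not every replicate reaching it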;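 also: 0% = neutral control wells and 100% = L-leucinethiol positive control wells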
Cneo AK release: causes C. neoformans cell lysis; adenylate kinase release luminescence, 4 h; normalised: neutral wells 0, clomiphene wells 100; lysis activity, % at 15 µM; actives 0.2% (n = 360,000); AID 651654;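 active = mean lysis activity across replicates of at least 80%, whatever share of replicates individually reach that level; inactive = mean lysis activity below 80%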
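Assay system: C. neoformans cells. Amount: yeast cell density of 5 × 10^6 cells/mL. Technique: AK luminescence. Buffer or medium: YPD. Times: static 4 h at 37 °C with compound, 1 h detection. Dosing: single-point compound dose. Read-out: lysis from increased AK signal.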
Numbers without * were called inactive; nt = not tested or not shown; & = joins results of further samples; [ ] = another dose, or the depositor's remark. Outcome played no part in choosing rows; 1.4% or so of the library scored in one or more.

Sequence of screens – miR122 inh, RAD54 inh, PGC1a acetyl inh, E-sel inducer, RAD52 inh, PglD DTNB, ERAP1 inh, Cneo AK release
1) COc1ccc(OC)c(S(=O)(=O)Nc2c(C)n(C)n(-c3ccccc3)c2=O)c1
    -9, -4, -28, 0.0, -16, -1, 2, -1
2) COc1ccc(NC(C)=O)cc1S(=O)(=O)NCCc1ccccn1
    -2, -4, 5, nt, -5, 3, 1, 0
3) CCOC(=O)c1ccc(NC(=O)CSc2nnnn2C2CCCCC2)cc1
    -2, 7, -2, nt, nt, 2, nt, 0
4) CCSC1=N/C(=C\c2ccccc2)C(=O)N1
    -6, -5, -8, nt, -19, 0, -3, -2
5) Cc1ccc(S(=O)(=O)N(C)CC(=O)N2CCCc3ccccc32)cc1
    3, -7, nt, nt, nt, -1, nt, -2
6) CCN(CC)Cc1c(O)ccc2c([N+](=O)[O-])c(C)n(-c3ccc(OC)cc3)c12
    13, 6, 46*, nt, nt, 3, nt, 1
7) CCCNC(=O)Nc1ccc2c(c1)C(=O)N(C)[C@@H]1CC[C@@H](CC(=O)NCC3CCCCC3)O[C@@H]1CO2
    -33[16.7 µM], 5, 8, 0.0, 0, -1, 1, 0
8) CN1C(=O)c2cc(NC(=O)Cc3cccs3)ccc2OC[C@@H]2O[C@H](CC(=O)NCC3CC3)CC[C@H]21
    -8[16.7 µM], -8, -4, 0.2, 1, -2, 0, 0
9) CN1CCN(C(=O)C2CCN(S(=O)(=O)c3ccc(F)cc3)CC2)CC1
    -1, 6, -7, 1.9, 1, -4, -5, 1
10) Cc1ccc(-c2cnc(-c3ccccc3C(=O)O)o2)cc1
    nt, 1, nt, nt, -7, -3, -4, -3
11) Cc1cc(C)cc(N(C(=O)c2csnn2)C(C(=O)NC2CCCCC2)c2ccncc2)c1 (stereo not drawn)
    nt, -21, nt, nt, -5, 4, 2, -5
12) O=C(N/N=C/c1ccsc1)c1cc2ccccc2o1
    -2, -4, 13, nt, -8, -1, -1, 11
13) NC(=S)N=Nc1c(O)n(CCCl)c2ccccc12
    -7, nt, 6, nt, -8, nt, 0, nt
14) O=C(N/N=C/c1ccccc1Cl)C1CC1
    -3, 3, -2, 0.1, 1, 10, -3, 0
15) COc1ccc(S(=O)(=O)N(C)C[C@H]2OCCCC[C@@H](C)Oc3ccc(NS(=O)(=O)c4c(C)noc4C)cc3C(=O)N([C@H](C)CO)C[C@@H]2C)cc1
    -5[16.7 µM], 2, 3, -0.1, 5, -2, 0, 1
16) CCNc1nc(NCC)nc(NS(=O)(=O)c2ccc(N)cc2)n1
    -3, 5, -13, nt, -26, 2, 0, 7
17) Cc1cccc(CS(=O)(=O)c2nnc([C@H](Cc3ccccc3)NC(=O)OC(C)(C)C)o2)c1
    -17, -3, 60*, nt, nt, 1, nt, -1
18) CS(=O)(=O)N1[C@@H]2CNC[C@H]1C2c1ccc(-c2ccccc2)cc1 (stereo partly drawn)
    nt, nt, 14&10, -0.1&0.1, 4, nt, 1, nt
19) Cc1nc(N2CCN(S(=O)(=O)c3ccc(F)cc3)CC2)c2c(-c3cccs3)csc2n1
    -5, 1, -83, 0.4, -31, -1, -2, 1
20) C[C@H](O)C#Cc1ccc2c(c1)O[C@H](CN(C)C(=O)Nc1ccccc1)[C@H](C)CN([C@@H](C)CO)S2(=O)=O
    8[16.7 µM], -5, 20, -0.2, -3, 1, 2, 48
21) O=C(O)CCc1nc2cc(C(F)(F)F)ccc2n(Cc2ccccc2)c1=O
    -2, -1, 4, 0.6, -13, -2, 0, -1
22) CC(C)(C)c1ccc(S(=O)(=O)N2CCN(Cc3cc4c(cc3O)OCO4)CC2)cc1
    nt, 0, nt, nt, -10, 1, 0, -1
23) O=C1[C@H]2[C@@H](c3ccc(F)cc3)N3C(=O)N(c4cccc(F)c4)C(=O)[C@@]3(Cc3ccc(Cl)cc3)[C@H]2C(=O)N1C1CCCCC1
    -8, 9, 1, 0.0, 0, 0, nt, -1
24) COc1cc2c(cc1OC)CN(C(=O)COc1ccccc1[N+](=O)[O-])CC2
    11, -1, 3, nt, -9, -1, 0, 0
25) CN1c2ccc(-c3cccc(F)c3)cc2[C@H]2[C@H](CCN2C(=O)Cc2cccnc2)[C@@H]1CO
    -6[16.7 µM], 9, -7, -0.3, 30, 1, 0, -7
26) Cc1ccc(S(=O)(=O)N2CCN(C(=O)COC(=O)c3oc4ccccc4c3C)CC2)cc1
    nt, -2, nt, nt, -12, -2, -1, 7
27) CO[C@H]1CC[C@@H]2CCN(C)C(=O)[C@H](C)[C@@H](OC)CN(C)C(=O)c3cccc(C#N)c3OC[C@@H]1O2
    nt, -7, -3, 0.0, -6, 2, 0, -13
28) O=C(OCC(=O)c1ccc(Cl)s1)c1cncc(Br)c1
    6, -1, 2, 0.3, -22, -1, -2, 2
29) CC(C)Oc1ccc(CN2CCC(n3nccc3NC(=O)C3CC3)CC2)cc1
    0, -4, nt, -4.7, -19, 1, -2, 19
30) Cc1ccc(C(=O)N2CCN(S(=O)(=O)c3ccccc3[N+](=O)[O-])CC2)o1
    -5, nt, 2, -0.4, -14, nt, nt, nt

Rewritten with each value named: part of the list above.
28: O=C(OCC(=O)c1ccc(Cl)s1)c1cncc(Br)c1
  miR122 inh = 6 | RAD54 inh = -1 | PGC1a acetyl inh = 2 | E-sel inducer = 0.3 | RAD52 inh = -22 | PglD DTNB = -1 | ERAP1 inh = -2 | Cneo AK release = 2
29: CC(C)Oc1ccc(CN2CCC(n3nccc3NC(=O)C3CC3)CC2)cc1
  miR122 inh = 0 | RAD54 inh = -4 | PGC1a acetyl inh = nt | E-sel inducer = -4.7 | RAD52 inh = -19 | PglD DTNB = 1 | ERAP1 inh = -2 | Cneo AK release = 19

The main list resumes, starting 4 compounds before the break.
Sequence of screens – miR122 inh, RAD54 inh, PGC1a acetyl inh, E-sel inducer, RAD52 inh, PglD DTNB, ERAP1 inh, Cneo AK release
27) CO[C@H]1CC[C@@H]2CCN(C)C(=O)[C@H](C)[C@@H](OC)CN(C)C(=O)c3cccc(C#N)c3OC[C@@H]1O2
    nt, -7, -3, 0.0, -6, 2, 0, -13
28) O=C(OCC(=O)c1ccc(Cl)s1)c1cncc(Br)c1
    6, -1, 2, 0.3, -22, -1, -2, 2
29) CC(C)Oc1ccc(CN2CCC(n3nccc3NC(=O)C3CC3)CC2)cc1
    0, -4, nt, -4.7, -19, 1, -2, 19
30) Cc1ccc(C(=O)N2CCN(S(=O)(=O)c3ccccc3[N+](=O)[O-])CC2)o1
    -5, nt, 2, -0.4, -14, nt, nt, nt
31) CCC1(CC)NC(=O)N(CC(=O)N2CCN(S(=O)(=O)c3cccc(F)c3)CC2)C1=O
    -6, 2, -2, -2.7, -10, 3, 1, 3
32) C=CCSc1[nH]c(=O)cc(C)c1C(N)=O
    0, 4, 4, nt, nt, 3, nt, -1
33) COc1cccc(CN(C)C(=O)c2ccc(S(=O)(=O)Nc3cccc(C)c3C)cc2)c1OC
    -3, 1, -2, -0.2, -8, 10, 4, -1
34) COc1cc(Cl)ccc1OCc1cc(C(=O)N[C@H]2CCCCNC2=O)no1
    0, 5, 0, nt, -9, 1, 1, -12
35) COc1ccc(N(C)C(=O)c2ccc3nc(-c4ccccc4)c(-c4ccccc4)nc3c2)cc1
    -7, -3, 8, nt, nt, -2, nt, 1
36) O=C(c1cccnc1)N1C[C@H]2[C@@H](c3ccccc31)[C@H](CO)N2C(=O)C1CCOCC1
    29[16.7 µM], 6, 7, 0.3, -2, 0, -1, -5
37) CCCCNC(=O)CSc1nnc(NC(C)=O)s1
    -2, 1, 16, nt, nt, -11, nt, -1
38) Cc1cccc(C)c1NC(=O)CNC(=O)c1ccc(N2CCOCC2)c([N+](=O)[O-])c1
    -1, 6, 5, 0.8, -6, 4, 5, 1
39) N#CCCn1cc(C(=O)O)c(-c2ccc3ccccc3c2)n1
    -7, -7, -1, 0.2, -10, 2, nt, 0
40) COCC1CCCN(C(=O)c2ccc(OC3CCN(Cc4ccccn4)CC3)cc2)C1 (stereo not drawn)
    0, -9, 11, nt, -19, -1, -5, -1
41) C/C=C/c1ccc([C@H]2[C@@H](CO)N(C(=O)CC)[C@@H]2CNC(=O)CC)cc1
    -12[16.7 µM], -6, -18, -0.2, -29, 0, 2, 0
42) CC(C)NC(=O)N[C@@H]1C=C[C@@H](CC(=O)N2CCCCC2)O[C@H]1CO
    0[16.7 µM], 5, -2, -0.4, -10, -1, 0, -1
43) O=C(NCc1cccnc1)C(=O)Nc1nc(C23CC4CC(CC(C4)C2)C3)cs1
    -7, -1, -5, nt, -10, 6, nt, -4
44) CCN(CC(=O)Nc1ccccc1OC)CC(=O)Nc1sccc1C#N
    1, -7, 1, -0.1, -15, -4, -3, 1
45) O=c1ccc2cc(S(=O)(=O)N3CCN(c4ccc(Cl)cc4)CC3)ccc2o1
    -1, -3, nt, nt, -11, -3, -1, 1
46) O=C(CN1C(=O)NC2(CCCC2)C1=O)OCc1cc(=O)n2cc(Br)ccc2n1
    1, -2, -18, -0.1, -11, 5, nt, 0
47) C[C@@H]1CCCCO[C@@H](CN(C)Cc2ccc(C(=O)O)cc2)[C@H](C)CN([C@@H](C)CO)C(=O)c2cc(NS(=O)(=O)c3cccs3)ccc2O1
    2[16.7 µM], -3, 3, 0.0, 4, 5, -2, 49
48) Cc1ccc(NC2CCCN(C(=O)CSc3ccncc3)C2)cc1C (stereo not drawn)
    1, 3, nt, -0.3, -10, 4, -1, 1
49) Cc1noc(C)c1S(=O)(=O)Nc1ccc2c(c1)CC(=O)N([C@@H](C)CO)C[C@H](C)[C@@H](CN(C)C(=O)Nc1ccc(F)cc1)O2
    -1[16.7 µM], 0, 1, 0.0, -7, 2, 1, 20
50) CCCCn1c(N)c(N(CCOC)C(=O)c2oc3ccc(Br)cc3c2C)c(=O)[nH]c1=O
    -5, -12, 0, 0.8, 3, 5, 3, -2
51) Cc1csc2ncc(C(=O)Nc3cccc(C(F)(F)F)c3)c(=O)n12
    -2, -4, -3, -0.6, 2, 1, 2, 0
52) C[C@H](O)C#Cc1ccc2c(c1)O[C@H](CN(C)C(=O)C1CCCCC1)[C@H](C)CN([C@@H](C)CO)S2(=O)=O
    36[16.7 µM], -11, 13, nt, 9, 5, 2, 94*
53) COCc1cn(CC[C@@H]2CC[C@H](NC(=O)c3ccccc3)[C@H](CO)O2)nn1
    nt, -6, 5, -0.4, -8, -2, 0, -3
54) COc1ccc(NC(=O)N(C)C[C@H]2Oc3c(NS(C)(=O)=O)cccc3C(=O)N([C@H](C)CO)C[C@H]2C)cc1
    3[16.7 µM], 1, -6, nt, 14, -2, 1, -3
55) CO[C@H]1CN(C)C(=O)c2cc(NS(=O)(=O)c3ccccc3Cl)ccc2OC[C@H](C)NC[C@@H]1C
    -2[16.7 µM], 2, 3, -0.2, -10, 2, 3, 3

Screens deposited in PubChem BioAssay by Broad Institute.
